# SMARCA2 activ: SMARCA2 (BRM) function activators, primary screen, cell-based, luminescence, high throughput; AID 652017, 2013; MG213 cells, MMTV-luciferase reporter, dexamethasone, overnight; 370,000 compounds, 1% hits; activation, % at 9.1 µM; in the data active means activation above about 7.8%;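 further: 0% = vehicle wells and 100% = reference activator wells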
# DAX1 inh-1: DAX1 (NR0B1) inhibitors, primary screen, cell-based, HEK293, Gal4-DAX1, luciferase luminescence | Nuclear receptor subfamily 0 group B member 1 (Homo sapiens), P51843 | HEK293 Gal4-DAX1 luciferase reporter | inhibition, % at 6.75 µM | 340,000 compounds, 0.99% hits | AID 504766, 2011;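 active means inhibition above the mean over all tested compounds plus 3 SD, cut at about 4.2% in these data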;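 further: 0% = DAX1-transfected cells with DMSO and 100% = empty-vector control cells with DMSO; inhibition shows as a rise in luminescence from relieved DAX1 repression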
# ADAM17 inh: ADAM17 inhibitors, primary screen, biochemical, QFRET | Disintegrin and metalloproteinase domain-containing protein 17 (Homo sapiens), P78536 | recombinant ADAM17, EDANS/DABCYL FRET peptide cleavage | inhibition, % at 6.95 µM | 370,000 compounds, 0.83% hits;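 active means inhibition above the mean of compounds lying between control limits plus 3 SD, set per campaign, cut at about 8.5% in these data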;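 further: 0% = DMSO-only wells as the low control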
# hcDAF-12 act: H. contortus DAF-12 nuclear receptor activators, primary screen, cell-based, luminescence, HEK293, lit1-tk-luc reporter; 370,000 compounds, 1.4% hits; HEK293 hcDAF-12 lit1-tk-luc reporter; 0% DMSO, 100% Δ7-dafachronic acid; activation, % at 6.8 µM;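 active means activation above the mean of all tested compounds plus 3 SD, cut at about 5.5% in these data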;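 further: 100% = response to 3 µM Δ7-dafachronic acid high control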
# Rev-erbA mod: modulators of Rev-erb alpha DNA binding, primary screen, biochemical, FITC-DNA, fluorescence polarization, uHTS; 370,000 compounds, 0.79% hits; Nuclear receptor subfamily 1 group D member 1 (Homo sapiens), P20393; activity, % at 10 µM; Rev-erbα–FITC-DNA binding, 90 min;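 active means activity above about 14%, limit read from the data; passing the limit was not always enough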;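 further: 0% = DMSO wells with 35 nM protein and 100% = DMSO wells with 750 nM protein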
# Target sequence (P20393 whole entry, looked up): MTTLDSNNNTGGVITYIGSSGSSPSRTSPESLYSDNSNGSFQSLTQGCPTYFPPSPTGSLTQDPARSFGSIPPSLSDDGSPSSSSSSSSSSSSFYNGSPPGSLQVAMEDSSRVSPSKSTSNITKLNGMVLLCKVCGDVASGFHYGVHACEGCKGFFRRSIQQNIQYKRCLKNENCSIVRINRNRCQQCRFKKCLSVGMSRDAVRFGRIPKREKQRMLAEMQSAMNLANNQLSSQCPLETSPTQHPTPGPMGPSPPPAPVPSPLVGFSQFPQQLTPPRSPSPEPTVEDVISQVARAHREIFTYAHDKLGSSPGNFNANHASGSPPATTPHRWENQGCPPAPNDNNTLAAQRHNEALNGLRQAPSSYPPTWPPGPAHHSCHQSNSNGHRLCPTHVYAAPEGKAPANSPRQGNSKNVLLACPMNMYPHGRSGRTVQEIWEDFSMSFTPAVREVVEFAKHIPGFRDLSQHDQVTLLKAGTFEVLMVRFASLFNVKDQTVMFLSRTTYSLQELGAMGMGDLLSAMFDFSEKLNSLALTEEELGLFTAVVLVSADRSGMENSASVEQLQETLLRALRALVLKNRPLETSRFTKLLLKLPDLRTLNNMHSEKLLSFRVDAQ
# ssDAF12 agonist: S. stercoralis DAF-12 nuclear receptor activators, primary screen, cell-based, luminescence, HEK293, GRIP1 co-expression, lit1-tk-luc; Nuclear hormone receptor DAF-12 (Strongyloides stercoralis); HEK293 ssDAF-12/GRIP1 lit1-tk-luc reporter; % of 3 µM dafachronic acid response; activation, % at 6.8 µM; 370,000 compounds, 1% hits;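 active means activation above the mean over all tested compounds plus 3 SD, cut at about 0.9% in these data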;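 further: 0% = DMSO-only wells and 100% = 3 µM delta7-dafachronic acid wells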
# PLC-gamma1 inh: PLC-gamma1 enzyme inhibitors, primary screen, biochemical, fluorescence, purified enzyme; fluorogenic substrate; inhibition, % at 12.2 µM; 370,000 compounds, 0.84% hits; in the data active means inhibition above about 9.5%
# PLC-beta3 inh: human PLC-beta3 inhibitors, primary screen, biochemical, fluorescence | 1-phosphatidylinositol 4,5-bisphosphate phosphodiesterase beta-3 (Homo sapiens), Q01970 | Purified PLC-beta3, fluorogenic substrate | inhibition, % at 12.2 µM | 370,000 compounds, 0.18% hits; in the data active means inhibition above about 11%;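 further: 0% = median of compound wells on plate and 100% = full blocker control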
# hgDAF-12 ag: H. glycines DAF-12 receptor agonists, primary screen, cell-based, luminescence, HEK293, GAL4 fusion, UAS-luciferase. activation, % at 6.8 µM. HEK293 GAL4-hgDAF12 UAS-luciferase reporter, agonist luminescence; normalized to butyrate control. 370,000 compounds, 1.8% hits. Nuclear hormone receptor DAF-12 (Heterodera glycines), GAL4 fusion;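 active means activation above a cutoff set at the mean of all screened compounds plus 3 SD, cut at about 10% in these data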;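 further: 0% = DMSO wells and 100% = sodium butyrate wells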
# DAX1 inh-2: DAX1 (NR0B1) inhibitors on StAR promoter, primary screen, cell-based, luminescence, SF-1 (NR5A1), full-length DAX-1; HEK293T StAR-luciferase reporter, SF-1/DAX-1 repression relief; inhibition, % at 6.8 µM; 370,000 compounds, 1.1% hits; AID 652010, 2013;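 active means inhibition above the mean over all tested compounds plus 3 SD, cut at about 3.6% in these data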;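 further: 0% = DAX-1 cells with DMSO and 100% = cells lacking DAX-1 with DMSO; higher inhibition means more luminescence from relief of DAX-1 repression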
# MBD2 DNA inh: inhibitors of MBD2 binding to methylated DNA, primary screen, biochemical, TR-FRET, DNA-binding domain, human; MBD2 binding to methylated oligonucleotide; 370,000 compounds, 0.31% hits; inhibition, % at 4.4 µM; in the data active means inhibition above about 13%
# Target sequence (Q9UBB5 whole entry, looked up, the tested form may be a part): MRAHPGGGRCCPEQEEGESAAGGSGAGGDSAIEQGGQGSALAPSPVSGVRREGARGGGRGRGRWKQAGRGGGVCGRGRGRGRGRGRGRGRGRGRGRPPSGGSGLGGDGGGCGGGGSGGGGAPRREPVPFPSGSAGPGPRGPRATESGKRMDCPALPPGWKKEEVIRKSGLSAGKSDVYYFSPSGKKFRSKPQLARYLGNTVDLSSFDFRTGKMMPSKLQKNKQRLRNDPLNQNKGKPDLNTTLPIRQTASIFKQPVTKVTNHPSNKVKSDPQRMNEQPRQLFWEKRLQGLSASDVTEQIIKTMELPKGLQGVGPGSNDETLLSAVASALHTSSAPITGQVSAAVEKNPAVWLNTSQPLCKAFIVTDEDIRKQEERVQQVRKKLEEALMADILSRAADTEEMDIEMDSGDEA
# * marks the source's active call; other numbers are inactive results; x = not tested or not shown. Compounds were not picked by outcome; any-hit rate near 7.4%.
smiles	SMARCA2 activ	DAX1 inh-1	ADAM17 inh	hcDAF-12 act	Rev-erbA mod	ssDAF12 agonist	PLC-gamma1 inh	PLC-beta3 inh	hgDAF-12 ag	DAX1 inh-2	MBD2 DNA inh
CC1=C(C(=O)Nc2cccc(C)n2)C(c2ccc3c(c2)OCO3)C2=C(CC(c3ccco3)CC2=O)N1 (stereo not drawn)	2	-1.3	-33	-1.3	-1	0.5	-147	-205	-1.0	-0.4	-2
Cc1onc(-c2ccccc2)c1C(=O)N(Cc1ccccc1)C(C)C	-1	-1.6	5	-2.9	6	-1.4	4	-2	-2.0	-0.1	-6
O=C(c1ccco1)N(Cc1cc2ccccc2[nH]c1=O)C1CCCCC1	-1	2.8	-7	-1.2	3	-1.2	-2	-1	-0.7	-0.1	1
CC(OC(=O)c1ccc(Cl)c(S(N)(=O)=O)c1)C(=O)NCc1ccc2c(c1)OCO2 (stereo not drawn)	-2	0.6	-4	0.2	3	-0.6	2	-3	1.4	1.8	-3
CCOCCOC(=O)C1=C(C)Nc2ccc(C)cc2S1	0	0.5	-3	-0.3	-4	-1.1	-6	-15	0.6	-0.2	1
COC(=O)[C@]1(C)N[C@H](CN(C)S(=O)(=O)c2ccc(-c3ccccc3)cc2)[C@@H]2C(=O)N(C)C(=O)[C@@H]21	-3	-1.2	0	-1.8	-1	-0.5	2	3	-2.0	-1.9	-4
CCN(CC)S(=O)(=O)c1ccc(N2CCOCC2)c(NC(=O)Cc2ccc(Cl)cc2)c1	-4	-0.9	-3	-2.1	4	-2.4	-14	-24	-3.9	-0.8	7
Cc1ccc(CNC(=O)C2CC(c3cc(C(F)(F)F)cc(C(F)(F)F)c3)=NO2)o1 (stereo not drawn)	3	0.6	4	-1.9	15	-1.3	-4	-7	-2.9	-0.1	-3
CCNC(=O)C1CCCN(C(=O)Cc2cccs2)CC1 (stereo not drawn)	-3	x	-2	0.6	-4	-1.3	-3	-4	-1.2	0.5	7
COc1ccccc1NC(=S)NN1CCN(C)CC1	-2	-0.4	-3	-0.8	0	-0.8	3	0	1.7	-0.6	4

# A different layout for four compounds above.
compound: COC(=O)[C@]1(C)N[C@H](CN(C)S(=O)(=O)c2ccc(-c3ccccc3)cc2)[C@@H]2C(=O)N(C)C(=O)[C@@H]21
  SMARCA2 activ = -3
  DAX1 inh-1 = -1.2
  ADAM17 inh = 0
  hcDAF-12 act = -1.8
  Rev-erbA mod = -1
  ssDAF12 agonist = -0.5
  PLC-gamma1 inh = 2
  PLC-beta3 inh = 3
  hgDAF-12 ag = -2.0
  DAX1 inh-2 = -1.9
  MBD2 DNA inh = -4
compound: CC(OC(=O)c1ccc(Cl)c(S(N)(=O)=O)c1)C(=O)NCc1ccc2c(c1)OCO2 (stereo not drawn)
  SMARCA2 activ = -2
  DAX1 inh-1 = 0.6
  ADAM17 inh = -4
  hcDAF-12 act = 0.2
  Rev-erbA mod = 3
  ssDAF12 agonist = -0.6
  PLC-gamma1 inh = 2
  PLC-beta3 inh = -3
  hgDAF-12 ag = 1.4
  DAX1 inh-2 = 1.8
  MBD2 DNA inh = -3
compound: Cc1ccc(CNC(=O)C2CC(c3cc(C(F)(F)F)cc(C(F)(F)F)c3)=NO2)o1 (stereo not drawn)
  SMARCA2 activ = 3
  DAX1 inh-1 = 0.6
  ADAM17 inh = 4
  hcDAF-12 act = -1.9
  Rev-erbA mod = 15
  ssDAF12 agonist = -1.3
  PLC-gamma1 inh = -4
  PLC-beta3 inh = -7
  hgDAF-12 ag = -2.9
  DAX1 inh-2 = -0.1
  MBD2 DNA inh = -3
compound: COc1ccccc1NC(=S)NN1CCN(C)CC1
  SMARCA2 activ = -2
  DAX1 inh-1 = -0.4
  ADAM17 inh = -3
  hcDAF-12 act = -0.8
  Rev-erbA mod = 0
  ssDAF12 agonist = -0.8
  PLC-gamma1 inh = 3
  PLC-beta3 inh = 0
  hgDAF-12 ag = 1.7
  DAX1 inh-2 = -0.6
  MBD2 DNA inh = 4

# Next part:
smiles	SMARCA2 activ	DAX1 inh-1	ADAM17 inh	hcDAF-12 act	Rev-erbA mod	ssDAF12 agonist	PLC-gamma1 inh	PLC-beta3 inh	hgDAF-12 ag	DAX1 inh-2	MBD2 DNA inh
CCc1ccccc1NC(=O)CC(c1ccc(OC)cc1)n1cccc1 (stereo not drawn)	-1	1.9	1	-0.6	1	-1.3	1	0	2.4	-0.3	-4
Cc1nc(CSc2ccc(Cl)cc2)cc(N2CC(C)OC(C)C2)n1 (stereo not drawn)	2	0.3	4	0.2	2	-1.3	1	3	-3.6	-0.2	3
CCC(Sc1nc2ncnc(N)c2[nH]1)C(=O)O (stereo not drawn)	-5	-0.1	-6	-0.9	2	-1.6	4	-6	-4.4	1.2	2
O=C(NC1CCSc2ccccc21)c1ccc(F)c(S(=O)(=O)N2CCOCC2)c1 (stereo not drawn)	1	-0.2	-5	-0.1	5	-1.2	1	-6	0.4	-1.5	8
Cc1cc(C)cc(NC(=O)c2cc(S(=O)(=O)N3CCCC3)cn2C)c1	-5	0.3	1	2.0	-8	-1.8	3	-1	-2.9	0.5	-3
CN(C(=O)C1CCCN(c2ncnc3c2nc2n3CCCCC2)C1)c1cccc(Cl)c1 (stereo not drawn)	0	-0.2	1	-2.3	-8	-1.9	1	-3	-3.4	-2.6	0
CCC(c1nnnn1C1CCCCC1)N(Cc1ccco1)Cc1cc2ccc(OC)cc2[nH]c1=O (stereo not drawn)	2	0.1	-8	-1.5	7	-1.2	-9	-11	1.7	-0.1	-5
OCC1(CCOc2ccccc2)CCN(Cc2cn[nH]c2-c2ccc(F)cc2)CC1	0	0.6	0	-0.9	-8	-0.4	2	-4	-2.0	0.3	5
CC(C)CC(NC(=O)CCl)c1ccccc1 (stereo not drawn)	-4	-0.4	1	-2.3	4	-1.3	3	2	-1.4	-0.6	-2
COc1cccc(-c2cccc(NC(=O)C3CCN(C4CCC4)CC3)c2)c1	0	0.7	-5	2.5	-2	-0.5	3	0	0.9	0.7	-3
OCC[C@H]1C[C@H](O)[C@@H](O)[C@@]2(CCc3ccccc3O2)O1	0	1.4	-3	2.1	2	-1.3	-3	0	-0.5	-0.3	0
N#CCSc1nc2c(c(C3CC=CCC3)c1C#N)CCC2 (stereo not drawn)	-3	-0.5	-2	-1.8	-7	-1.9	-48	-62	-1.6	-0.2	2
Cc1cccc(C)c1NC(=O)CN1C(=O)NC(C)(CCc2ccccc2)C1=O (stereo not drawn)	2	-0.3	0	-1.8	-1	0.7	4	2	-0.8	1.2	2
Cc1cc(NC(=O)NCc2ccccc2)c(=O)n(Cc2ccccc2F)c1	1	-1.5	-14	-2.0	-3	-1.6	-4	-16	-1.5	-0.9	2
Cc1ccc(-c2csc(NC(=O)Cc3ccc(F)cc3)n2)o1	1	-0.3	0	2.1	-4	-2.1	-4	-12	1.2	0.2	2
Cc1ccc(S(=O)(=O)Nc2ccccc2OC(C(=O)OC(C)(C)C)C(=O)OC(C)(C)C)cc1	-4	x	-2	-2.8	16	-1.1	3	0	-0.1	-0.6	4
CC(Sc1nnnn1C)C(=O)Nc1cc(S(=O)(=O)N2CCCCC2)ccc1Cl (stereo not drawn)	-6	0.2	1	-1.8	0	-1.6	1	-7	0.8	-0.4	-3
CCOC(=O)N1CCN(C(=O)c2cn(C)c3ccc(S(=O)(=O)N4CCCC4)cc3c2=O)CC1	-2	2.4	-2	-0.8	-2	-1.3	3	3	-1.5	-0.1	2
COC(=O)c1c(CCl)noc1C(=O)NCC1CCCO1 (stereo not drawn)	1	1.1	-5	-1.0	-5	-0.9	2	0	-0.5	-0.2	1
Cc1occc1-c1nnc(SCC(=O)NC2CCC(C)CC2)o1 (stereo not drawn)	-2	1.8	-3	-2.2	-3	-0.8	1	-13	1.2	-1.1	3
COc1cnc(-c2cccc(C(F)(F)F)c2)[nH]c1=O	-3	1.3	-1	1.8	2	-1.3	-1	6	0.9	-0.2	-5
CCC(=O)NS(=O)(=O)c1cccnc1Nc1ccccc1Cl	-1	-1.2	-4	-0.1	-2	-0.9	-4	-8	2.2	-0.6	4
CCCn1c(NC(=O)c2ccccc2)nc(Cc2ccccc2)c1-c1ccc(OC)cc1	-3	x	1	-0.2	2	-1.0	-13	-15	-0.3	0.9	5
CCC(=O)N1CCc2cc(S(=O)(=O)CCC(=O)NCc3ccco3)ccc21	-4	-1.4	-6	-1.3	-3	-1.5	-2	0	-1.2	-0.5	0
Cc1ccc(SCC(=O)OCC(=O)N(C)CC(=O)Nc2ccccc2Cl)cc1C	-2	1.5	1	3.1	-1	-0.8	-2	-5	-0.3	-0.5	-3
COc1ccc(NC(=O)C2(N(CC(C)C)C(=O)Cn3nnnc3N)CCCCC2)cc1	0	1.2	-6	-1.0	11	-0.3	-2	2	1.0	-1.0	4
Cc1nn(-c2ccccc2)c(C)c1C(=O)NNC(=O)C(F)(F)F	-3	0.4	-4	-0.9	6	-0.3	-3	-9	2.1	0.2	5
CCc1nn(C(CC)C(=O)NCCCN2CC(C)CC(C)C2)c(=O)c2cc3oc(C)cc3n12 (stereo not drawn)	3	0.5	-1	1.9	12	-1.1	1	-12	-0.8	1.9	1
O=C(NC1CCCC1)C(=O)N(Cc1cccnc1)C(C(=O)NCC1CCCO1)c1ccco1 (stereo not drawn)	0	0.2	2	2.0	-4	-1.6	1	4	-0.2	0.2	7
Cc1nn(CC(=O)c2ccc3c(c2)OCCO3)c(=O)c(C#N)c1C	0	-0.2	-3	1.2	-3	-1.3	2	-2	-2.3	-0.4	5
CC(C)OCc1c(C(=O)OC/C(O)=C(\C#N)c2nc3ccccc3[nH]2)oc2ccccc12	1	-1.3	-3	2.8	15	-0.5	-12	-10	0.3	-0.2	-3
CC(=O)c1cccc(Nc2ccc(-c3ccccc3F)nn2)c1	-1	0.3	-3	4.0	1	-1.2	-4	-12	9.1	3.8*	6
CCOC(=O)CCCOC(=O)c1ccc(S(=O)(=O)N(C)C)cc1	-2	-0.9	0	-1.2	-1	-1.7	3	1	-1.6	-1.1	3
Cc1cc(C)c(O)c(-c2cc(C(=O)NCc3ccccc3)[nH]n2)c1	-1	1.7	5	-1.5	1	-1.0	1	-1	-3.5	-0.4	-1
CC(/C=C/c1ccccc1)=N\NC(=O)c1ccc2c(c1)OCCO2	0	1.6	-4	-0.4	-6	-1.2	-2	-3	6.0	-0.1	0
CCO[C@@H]1OC(C(=O)NCc2nc3ccccc3[nH]2)=C[C@H](C(C)(C)C)[C@H]1CCCO	0	0.1	1	-1.6	-4	-0.7	3	5	-4.8	1.5	-5

# Bioassay records deposited in PubChem by several laboratories.
